MIN6 prolif – inducers of beta-cell replication in MIN6 cells; MIN6 cells proliferation, ATPlite luminescence, 48 h; cells starved in 0.2% serum; 100% = growth in 10% serum; proliferation, % at 10 µM; AID 2380; actives 0.29% (n = 330,000);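 active = compounds whose signal lies at least 3.5 SD above the mean of all wells on their plate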;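 note: 0% = DMSO-treated cells in low-serum medium and 100% = 10% serum control; some compounds called inactive have numbers as strong as hits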
HKDC1 inh – HKDC1 (human) hexokinase inhibition; Q2TB90; actives 0.16% (n = 340,000); recombinant HKDC1, G6PDH/diaphorase resazurin coupled fluorescence; inhibition, % at 20 µM; AID 493160;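 active = inhibition above about 35% when tested at 20 µM, limit read from the data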;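 note: plate controls were DMSO wells with enzyme for no effect and DMSO wells lacking enzyme for full effect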
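Material: recombinant HKDC1 hexokinase; Amount: HKDC1 at 5 µg/mL; Medium: Tris pH 8.0 buffer with MgCl2, Tween-20, BSA, BME; Schedule: 90 min reaction incubation at room temperature, dark; Technique: coupled resazurin fluorescence, excitation 525 nm, emission 613 nm.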
PfGluPho inh – PfG6PD (Plasmodium falciparum) enzyme inhibition; inhibition, % at 20 µM; actives 0.78% (n = 350,000); PfGluPho enzyme, NADPH resazurin-diaphorase fluorescence; AID 504690;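 active = inhibition reaching at least a set limit at 20 µM in the primary screen, cut at about 59% in these data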;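 note: 0% = DMSO wells with substrate and 100% = DMSO wells lacking glucose-6-phosphate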
UBC13 polyUb – inhibitors of human UBC13 polyubiquitin chain formation. P61088. TR-FRET. inhibition, % at 20 µM. actives 0.47% (n = 330,000); in the data active = inhibition above about 45%, passing the limit was not always enough
Target sequence (P61088 whole entry, looked up): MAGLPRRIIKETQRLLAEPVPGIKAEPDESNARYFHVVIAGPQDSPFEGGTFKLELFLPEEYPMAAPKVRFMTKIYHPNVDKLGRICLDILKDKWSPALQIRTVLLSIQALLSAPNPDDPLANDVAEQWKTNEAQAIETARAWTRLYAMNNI
SENP8 block-1 – inhibitors of human SENP8 protease | recombinant SENP8, Nedd8 substrate fluorescence | AID 602440 | inhibition, % at 20 µM | actives 0.64% (n = 360,000) | Q96LD8; in the data active = inhibition mostly above about 40%, no sharp cut-off; inactive = mostly below about 27%
SENP7 block – inhibitors of human SENP7 protease; AID 434973; Q9BQF6; recombinant SENP7, Z-RLRGG-aminoluciferin luminescence, 40 min; actives 1.5% (n = 330,000); inhibition, % at 5 µM;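 active = inhibition above about 50% at the single test dose, limit read from the data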;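 note: plate controls were DMSO with enzyme for no effect and no enzyme buffer wells for full effect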
Target sequence (Q9BQF6 706-1050 limits assumed): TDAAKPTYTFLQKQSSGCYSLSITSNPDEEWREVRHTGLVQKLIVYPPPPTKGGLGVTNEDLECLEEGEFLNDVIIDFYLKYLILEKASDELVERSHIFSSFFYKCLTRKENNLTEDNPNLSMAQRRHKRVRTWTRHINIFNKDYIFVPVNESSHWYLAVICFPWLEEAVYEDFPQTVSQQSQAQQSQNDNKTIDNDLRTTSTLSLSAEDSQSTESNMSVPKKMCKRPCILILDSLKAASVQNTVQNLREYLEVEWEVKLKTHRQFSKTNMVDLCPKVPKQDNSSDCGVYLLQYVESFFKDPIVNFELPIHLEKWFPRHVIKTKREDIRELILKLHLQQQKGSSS
SENP6 block – inhibitors of human SENP6 protease. Q9GZR1. Recombinant SENP6 catalytic domain, aminoluciferin luminescence. inhibition, % at 10 µM. actives 1.8% (n = 330,000). AID 2599;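 active = inhibition above about 50% at the single tested dose, limit read from the data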;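 note: plate controls were DMSO wells with enzyme for no effect and DMSO wells lacking enzyme for full effect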
Target sequence (Q9GZR1 628-1112 limits assumed): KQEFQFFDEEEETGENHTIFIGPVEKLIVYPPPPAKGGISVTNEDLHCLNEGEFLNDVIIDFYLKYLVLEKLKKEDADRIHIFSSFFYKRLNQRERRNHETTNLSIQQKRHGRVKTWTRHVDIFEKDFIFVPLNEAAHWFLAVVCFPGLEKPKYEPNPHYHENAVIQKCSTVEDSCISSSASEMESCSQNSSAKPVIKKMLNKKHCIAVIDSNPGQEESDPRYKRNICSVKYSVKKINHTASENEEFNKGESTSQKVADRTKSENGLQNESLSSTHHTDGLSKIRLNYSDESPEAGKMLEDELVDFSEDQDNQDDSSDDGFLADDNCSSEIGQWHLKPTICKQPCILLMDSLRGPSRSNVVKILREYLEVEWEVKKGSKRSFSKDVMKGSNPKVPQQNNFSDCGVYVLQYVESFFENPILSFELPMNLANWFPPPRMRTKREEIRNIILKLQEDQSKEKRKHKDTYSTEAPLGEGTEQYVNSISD
SENP1 FRET inh – SENP1 (human) catalytic domain inhibition. Q9P0U3. recombinant SENP1 catalytic domain, CyPet-SUMO1-YPet FRET cleavage. inhibition, % at 10 µM. AID 624204. actives 0.21% (n = 360,000);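 active = inhibition at least 30% at 10 µM, raw YFP signal under a set limit, fluorescence ratio 0.5 to 1.5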;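 note: 0% = enzyme with DMSO and 100% = no enzyme wells; some results filed as inactive read as strong as hits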
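Assay system – human recombinant His6-tagged SENP1 catalytic domain enzyme · Input – SENP1 enzyme, 20 pM final · Buffer or medium – Tris pH 8 buffer plus EDTA, NaCl, BME, BSA, NP40, catalase · Schedule – 50 min reaction at room temperature · Technique – FRET read of cyan and yellow fluorescence · Control set – no-enzyme wells low, DMSO-plus-enzyme wells high control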
SENP8 block-2 – SENP8 protease inhibition; actives 1.2% (n = 330,000); inhibition, % at 10 µM; purified SENP8, Z-RLRGG-aminoluciferin cleavage, luminescence; AID 2540; Q96LD8; in the data active = inhibition above about 50%
* marks the source's active call; other numbers are inactive results; x = not tested or not shown.

SMILES | MIN6 prolif | HKDC1 inh | PfGluPho inh | UBC13 polyUb | SENP8 block-1 | SENP7 block | SENP6 block | SENP1 FRET inh | SENP8 block-2
CC(C)(C)c1ccc(OCC(O)CN(CCO)CC(O)Cn2ccc3ccccc32)cc1 (stereo not drawn) | -5 | -1 | 9 | 23 | 11 | -3 | -8 | -1 | 8
O=C(COc1ccccc1)Nn1c(-c2ccccc2)nc2ccccc2c1=O | -1 | -8 | -22 | -8 | 3 | 4 | 7 | 0 | 1
COc1ccc(C2CC(c3ccccc3)=NN2C(=O)COC(=O)c2cc(S(=O)(=O)N3CCOCC3)ccc2F)cc1 (stereo not drawn) | 0 | -13 | 6 | 15 | 13 | -2 | -2 | -2 | -9
COc1cccc(CNS(=O)(=O)c2ccc3c(c2)C(C)(C)C(=O)N3C)c1 | -4 | -1 | -2 | -6 | 6 | 2 | 1 | 1 | 4
O=C(COC(=O)c1cccc(Cl)c1)NCc1ccccc1 | -3 | -1 | -2 | 6 | 9 | 3 | -4 | 2 | 1
CC(=O)Nc1ccc(S(=O)(=O)N(C)CC(=O)OCC(=O)c2ccc3c(c2)NC(=O)CO3)cc1 | 0 | 9 | -14 | -6 | 9 | 3 | -3 | 0 | 3
c1ccc(-c2cc3c(-n4cccc4)ncnc3o2)cc1 | 2 | 3 | 15 | 6 | -414 | 3 | 13 | -8 | 3
O=C(CN(Cc1ccccc1)S(=O)(=O)c1ccc(Br)cc1)NCC1CCCO1 (stereo not drawn) | 1 | -5 | 11 | -1 | 3 | 2 | 21 | 1 | 1
O=c1c2ccccc2c(C=Nc2ccc(Cl)cn2)c(O)n1-c1cc(Cl)ccc1N1CCOCC1 | -2 | -7 | -10 | -25 | -16 | -4 | 6 | -16 | 4
CCC(=O)N1CCN(c2ccc(NC(=O)c3ccc([N+](=O)[O-])o3)cc2Cl)CC1 | x | 5 | 49 | x | 26 | x | x | 0 | x
Cc1cccc(NC(=O)CSc2ccc(-c3cccnc3)nn2)c1 | -1 | -3 | 15 | 15 | 3 | 3 | 8 | -1 | -3
O=S(=O)(Nc1ccccn1)c1cccc(S(=O)(=O)c2ccc(Br)cc2)c1 | -2 | 17 | -26 | -6 | -30 | -5 | 0 | 1 | -4
COC(=O)C1=C(C)Nc2ncnn2C1c1cccnc1 (stereo not drawn) | -2 | 1 | -11 | 5 | 12 | 7 | -8 | 2 | 2
COc1ccc(CN2C(=O)CSCC2=O)cc1OC | 6 | -3 | -6 | 3 | 9 | -1 | 14 | 1 | 8
COc1ccc(Cl)cc1C(=O)Nc1ccncc1 | 3 | -5 | 4 | 7 | 26 | -7 | 11 | 1 | -12
Nc1ccc(C(=O)N/N=C/c2cn(Cc3ccc(F)cc3)c3ccccc23)cc1 | 1 | 3 | 8 | 2 | -247 | -2 | 6 | 0 | 1
NS(=O)(=O)c1ccc(CCNC(=O)CNC(=O)Cc2ccccc2)cc1 | 4 | 4 | -16 | 4 | 16 | -4 | -10 | 1 | -11
O=C(c1ccccc1)c1ccc(OCC(O)CNCc2ccc(F)cc2)cc1 (stereo not drawn) | x | 2 | -7 | x | 19 | x | x | 3 | x
CC1SCC(NC(=O)c2ccc(Cl)cc2)CS1 (stereo not drawn) | -1 | -2 | -5 | 2 | 34 | -10 | -10 | 2 | -4
CCC(=O)Nc1cc(C(=O)NCC2CCCN2CC)c(OC)cc1N(C)C (stereo not drawn) | -1 | 12 | -2 | -6 | 6 | 8 | -4 | -2 | 2
COc1cc(C(=O)NC2CCCCC2)ccc1OC1CCN(C(C)=O)CC1 | -1 | -2 | -1 | -3 | 13 | 6 | 13 | 2 | 5
Cc1ccc(N2C(=O)c3ccccc3C2C(=O)c2cc(C)ccc2O)cc1 (stereo not drawn) | -5 | -2 | 18 | 14 | 10 | 4 | -12 | -9 | -12
O=C(N=C1SCC(=O)N1c1ccccc1Cl)c1ccccc1 | -3 | -5 | 6 | 4 | 3 | 4 | -17 | -2 | 0
O=C(CSc1nnc(Cc2ccccc2)o1)c1cc(F)ccc1F | -3 | 6 | 3 | -8 | 6 | -5 | -43 | -4 | -11
CCc1ccc(-c2cc3c(=O)n(CC(=O)NCCCN4CCN(C)CC4)ncn3n2)cc1 | -7 | -4 | 6 | 5 | 7 | 0 | 5 | 1 | -9

Additional records.
SMILES | MIN6 prolif | HKDC1 inh | PfGluPho inh | UBC13 polyUb | SENP8 block-1 | SENP7 block | SENP6 block | SENP1 FRET inh | SENP8 block-2
COc1ccc(NC(=O)OCC(C)C)cc1OC | -1 | -12 | 5 | -19 | 2 | -5 | -16 | 1 | -7
O=C(COc1ccc(Cl)cc1Cl)NCCSc1ccc(Cl)cc1 | -3 | 0 | 13 | 2 | 17 | 5 | -10 | 2 | -4
Cc1ccc(/C=C/C(=O)NCCc2c[nH]c3ccccc23)o1 | 2 | -3 | 37 | 9 | -7 | -1 | -12 | 2 | 1
CCOC(=O)[C@H]1[C@H]2COc3ccc(OC)cc3[C@H]2N2C(=O)CN(Cc3ccccc3)C(=O)[C@@]12C | x | -2 | 2 | x | -40 | x | x | -1 | x
Cc1ccc(C2(C)NC(=O)N(CC(=O)Nc3cc(C)on3)C2=O)cc1 (stereo not drawn) | 0 | -11 | -5 | 8 | 12 | 2 | -12 | 2 | 4
Cn1cc(S(=O)(=O)NC2CCCCCC2)c(=O)n(C)c1=O | 2 | -4 | -15 | -5 | 5 | 5 | -30 | 3 | -16
CCN(CC)S(=O)(=O)c1ccc(C(=O)NNc2nc(-c3ccccc3)c3cc(Br)ccc3n2)cc1 | -3 | 8 | -8 | -23 | 19 | -4 | -9 | 0 | -4
COc1ccc(C(=O)NC(=S)NNC(=O)c2ccc(NC(C)=O)cc2)cc1Br | -4 | -13 | -29 | 71* | -7 | -7 | 3 | 1 | -7
Cc1ccc(C(=O)NCCNC(=O)c2cnccn2)cc1 | 0 | -4 | -2 | 3 | 2 | -3 | 1 | 0 | 0
CC(Oc1cc2oc(=O)c3c(c2cc1Cl)CCC3)C(=O)NCc1cccnc1 (stereo not drawn) | 1 | 4 | 1 | 2 | -366 | -1 | -1 | -7 | -1
CCN(CC)S(=O)(=O)c1ccc(C(=O)N2CCN=C2SC)cc1 | 4 | -1 | 0 | -10 | 4 | 6 | -16 | 0 | -10
COCCN=c1scc(-c2ccco2)n1/N=C/c1ccc(O)c(O)c1O | -4 | 21 | 55 | 46* | 36 | -2 | -37 | 14 | -3
O=C(Nc1ccccc1Cl)N1CCN(c2ccc3nnc(-c4ccc(F)cc4)n3n2)CC1 | 1 | -1 | 27 | 23 | -43 | 4 | 5 | 1 | -1
CC(C)(C)c1nnc(SCC(=O)Nc2ccc(N3CCCCC3)cc2)n1N | -1 | 0 | 2 | 6 | 25 | -4 | 0 | 2 | 6
COc1ccc(NS(=O)(=O)c2ccc(NS(=O)(=O)c3cccs3)cc2)cc1 | -2 | 4 | -15 | 2 | 1 | 4 | -2 | -5 | 4
C/C(=N\Nc1nnc2c3ccccc3n(C)c2n1)c1ccc(C)o1 | 2 | -17 | 4 | -10 | 15 | 8 | 2 | 2 | -1
CCN(CC(=O)Nc1ccc(C(C)=O)cc1)CC(=O)Nc1ccc2c(c1)OCCO2 | -1 | -5 | -5 | -2 | 27 | 3 | 10 | 0 | -8
CC1CCCC(C)N1NC(=O)Cc1ccccc1 (stereo not drawn) | -1 | -5 | 0 | 4 | 7 | 5 | -13 | -2 | 1
CC(NC(=O)c1cccs1)c1ccc2c(c1)OCO2 (stereo not drawn) | 0 | -6 | 0 | 16 | 13 | 5 | 2 | 1 | -4
Cc1cccc(NC(=O)CSCC(=O)N2CCN(C(=O)c3ccco3)CC2)c1 | -3 | -5 | 8 | 5 | 11 | 3 | 5 | 0 | -8
O=C(COC(=O)c1cc(S(=O)(=O)N2CCOCC2)ccc1F)Nc1cc([N+](=O)[O-])ccc1F | -1 | -6 | 13 | 4 | 4 | 2 | 9 | 0 | 2
COc1ccc(C(=O)Nc2nnc(-c3ccccc3)s2)cc1 | -5 | 3 | -10 | -5 | -118 | 10 | -16 | -2 | -7
COc1ccc(C/C(C)=N\NC(=O)c2c[nH]c3ccccc23)cc1OC | -2 | -2 | -3 | 4 | 5 | -3 | -43 | 2 | -2
CC(c1ccccc1)N1C(=O)C2C3C=CC(C4CC34)C2C1=O (stereo not drawn) | -3 | -13 | -4 | -5 | -3 | -1 | -2 | -1 | 1
N#CC1=C(N)NC(=S)C(C(N)=O)C1c1ccc([N+](=O)[O-])cc1 (stereo not drawn) | -6 | 3 | 42 | -1 | 26 | 4 | 26 | 0 | 8

Going on with the list.
SMILES | MIN6 prolif | HKDC1 inh | PfGluPho inh | UBC13 polyUb | SENP8 block-1 | SENP7 block | SENP6 block | SENP1 FRET inh | SENP8 block-2
COc1ccc(C2/C(=C(\O)c3ccc4c(c3)OCCO4)C(=O)C(=O)N2Cc2ccco2)c(OC)c1 (stereo not drawn) | -4 | 1 | -4 | -4 | -2 | 8 | -6 | 20 | 1
Cc1csc(NC(=O)C2CCCN(S(=O)(=O)c3cnc[nH]3)C2)n1 (stereo not drawn) | -6 | -5 | 10 | -4 | 6 | 4 | 3 | 5 | 3
CC(C)C(NC(=O)CNC(=O)OC(C)(C)C)C(=O)NCc1ccccc1 (stereo not drawn) | -1 | -1 | -6 | -7 | 22 | -7 | -11 | -1 | -4
Cc1nc(Cl)c(N=Cc2cccc([N+](=O)[O-])c2)c(Cl)n1 | -3 | -1 | 1 | -9 | -2 | -8 | -14 | -1 | -11
COc1ccc(NC(=S)N2CCC(NC(=O)c3ccco3)CC2)cc1 | -1 | -3 | -21 | 0 | 10 | -5 | 3 | 8 | 6
CC(=O)Nc1ccc(S(=O)(=O)N(Cc2cccnc2)Cc2cc3ccccc3[nH]c2=O)cc1 | -2 | -1 | 0 | 0 | -81 | 10 | 10 | 0 | 5
CCCCN(C(=O)CSc1nnc(-c2ccc(OC)cc2)n1CC)c1c(N)n(Cc2ccccc2)c(=O)[nH]c1=O | 2 | -10 | 1 | 3 | 5 | 0 | -1 | -1 | -2
COCc1[nH][nH]c(=O)c1C=Nc1ccc(C(F)(F)F)cc1 | 0 | -9 | -5 | -4 | 15 | 7 | 10 | 3 | -5
CN(C)C(=O)Nc1ccccc1CC[N+](=O)[O-] | -2 | -9 | 0 | 2 | 3 | 6 | -3 | 1 | 1
